High-throughput results (PubChem BioAssay)
TRPC4 PAM = allosterically enhances the mouse TRPC4 cation channel. AID 2227. Q9QUQ5. HEK293 TRPC4beta/mu-opioid, DAMGO EC20, Fluo-4 Ca2+ flux; active compounds read high. 310,000 tested, 0.42% active. B-score at 10 µM;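 active = B-score of calcium response area above 5 SD of library B-scores, with initial fluorescence ratio within 5 SD of library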;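 note: B-score of integrated fluorescence ratio over time as area under calcium response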
TMEM16A act = mouse TMEM16A channel activation, primary screen; HEK293 TMEM16A/YFP-H148Q/I152L, iodide quench fluorescence; active compounds read low; AID 623877; Q8BHY3; 340,000 tested, 0.3% active; B-score at 10 µM;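 active = fluorescence-ratio B-score plate-corrected deviation score at least 3 library SD below zero, with starting fluorescence score within 5 deviations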;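 note: channel opened by trigger with iodide after compound preincubation; score built on the fluorescence ratio of max minus min over baseline; more negative score means more quench and so TMEM16A activation or potentiation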
Target sequence (Q8BHY3 whole entry, looked up): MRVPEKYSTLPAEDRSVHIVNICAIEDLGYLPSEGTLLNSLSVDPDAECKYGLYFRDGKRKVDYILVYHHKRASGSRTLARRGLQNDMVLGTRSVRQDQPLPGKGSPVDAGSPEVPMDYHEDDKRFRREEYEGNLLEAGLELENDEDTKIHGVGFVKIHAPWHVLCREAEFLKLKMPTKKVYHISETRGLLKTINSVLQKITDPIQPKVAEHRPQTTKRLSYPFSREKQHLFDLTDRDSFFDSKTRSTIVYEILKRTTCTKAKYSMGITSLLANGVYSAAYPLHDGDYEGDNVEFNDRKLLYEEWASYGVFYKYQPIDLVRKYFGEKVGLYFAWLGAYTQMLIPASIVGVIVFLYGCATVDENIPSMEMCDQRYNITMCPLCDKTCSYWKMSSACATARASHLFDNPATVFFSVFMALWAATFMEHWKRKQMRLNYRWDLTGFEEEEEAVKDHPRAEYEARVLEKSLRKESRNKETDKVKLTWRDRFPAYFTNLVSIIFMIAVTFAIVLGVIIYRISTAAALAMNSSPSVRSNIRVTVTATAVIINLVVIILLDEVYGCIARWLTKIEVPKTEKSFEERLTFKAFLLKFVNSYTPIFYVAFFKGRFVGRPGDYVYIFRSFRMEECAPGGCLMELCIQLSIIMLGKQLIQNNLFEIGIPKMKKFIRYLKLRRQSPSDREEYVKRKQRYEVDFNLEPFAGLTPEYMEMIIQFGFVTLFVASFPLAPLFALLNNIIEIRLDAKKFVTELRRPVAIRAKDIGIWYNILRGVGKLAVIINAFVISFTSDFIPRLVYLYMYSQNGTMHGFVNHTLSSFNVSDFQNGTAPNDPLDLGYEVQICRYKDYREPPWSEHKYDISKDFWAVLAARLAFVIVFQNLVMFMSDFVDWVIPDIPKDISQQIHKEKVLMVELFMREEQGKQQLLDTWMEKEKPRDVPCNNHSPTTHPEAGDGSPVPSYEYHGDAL
TRPC4 inh = TRPC4 (mouse) channel inhibition; AID 2247; 300,000 tested, 0.39% active; B-score at 10 µM; HEK293 TRPC4beta/mu-opioid, DAMGO-evoked Fluo4 calcium flux; active compounds read low; Q9QUQ5;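 active = B-score over 3 SD under the library average, no early fluorescence shift, positive overall ratio signal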
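material = TRPC4beta/mu-opioid receptor HEK293 cell line | probe or stimulus = sequential submaximal and maximal DAMGO stimulation | compound dosing = one concentration per compound | measured by = Fluo4 Ca2+ flux fluorescence | evaluation = integrated fluorescence ratio relative to baseline, converted to per-well B score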
TRPC6 activator = mouse TRPC6 channel activation | HEK293-TRPC6 membrane potential dye fluorescence; active compounds read high | 310,000 tested, 0.13% active | B-score at 10 µM | Q61143 | AID 2550;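 active = B-score of the integrated fluorescence ratio above library mean plus 3 SD, and starting fluorescence ratio within library mean plus 5 SD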;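 note: higher score means more depolarization so channel activation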
TMEM16A inh = inhibitors of mouse TMEM16A calcium-activated chloride channel; Q8BHY3; HEK293 TMEM16A/YFP iodide influx fluorescence, ionomycin; AID 588511; 310,000 tested, 1.2% active; normalized B-score (activity score, 25-100; higher = stronger inhibition) at 10 µM;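 active = ratio plate-corrected score three or more library SD toward inhibition, starting fluorescence score within five deviations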;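 note: score derived from kinetic fluorescence span divided by baseline fluorescence per well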
MrgX1 antagonist = blocks BAM8-22 activation of human MrgX1 receptor. MRGX1-HEK293 calcium flux, Fluo-4, BAM8-22 antagonism; active compounds read low. B-score at 10 µM. 310,000 tested, 1.3% active. AID 588676;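 active = calcium-response B-score plate-corrected more than 3 library SD below zero, starting fluorescence within 5 deviations, no agonist response on first addition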;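 note: peak minus trough fluorescence over baseline after final BAM8-22 challenge near maximal dose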
RGS4 inh = human RGS4 inhibition. HEK293 M3R/RGS4 inducible, Fluo-4 calcium flux; active compounds read high; triggered by carbachol at its EC20. B-score at 10 µM. 310,000 tested, 0.45% active;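 active = B-score, a plate-corrected calcium signal, over three deviations above library mean, with baseline fluorescence within five deviations of library mean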;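 note: RGS4 expression induced by doxycycline in cells with stable M3 receptor; B-score is computed from the integrated fluorescence ratio over baseline after carbachol; higher B-score means a larger calcium signal and so more RGS4 inhibition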
TRPC4 agonist = opens the mouse TRPC4 cation channel | Q9QUQ5 | HEK293 TRPC4beta/mu-opioid, Fluo4 calcium fluorescence; active compounds read high | B-score at 10 µM | 310,000 tested, 0.49% active;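 active = B-score above 5 SD of library B-scores, and initial fluorescence ratio not above library mean plus 5 SD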;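 note: positive B-score marks a calcium rise read as TRPC4 activation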
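Assay system – TRPC4beta and mu-opioid receptor HEK293 stable cells · Measured by – Fluo4 fluorescence, kinetic · Schedule – dye loading 45 min room temperature, 110 s kinetic read · Read-out – B-scored integrated calcium fluorescence ratio · Controls – buffer and maximal DAMGO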
MrgX1 agonist = human MrgX1 receptor agonism, primary screen; Q96LB2; MrgX1-HEK293 cells, Fluo-4 calcium fluorescence, agonist mode; active compounds read high; B-score at 10 µM; 310,000 tested, 0.44% active; AID 588627;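 active = calcium response B-score plate-corrected fluorescence ratio at least 3 library SD, with starting fluorescence B-score inside 5 SD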
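Material: HEK293 cells stably expressing human MrgX1 receptor | Quantity: 15,000 cells per well | Times: Cells plated overnight, dye loaded 0.5 h 37 °C, 0.5 h room temperature | Measured by: Kinetic Fluo-4 NW fluorescence of intracellular calcium | Control set: Positive and negative controls per plate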
MrgX1 allo act = allosterically activates human MrgX1 receptor signaling | Q96LB2 | MrgX1-HEK293, Fluo-4 calcium flux, FDSS; active compounds read high | B-score at 10 µM | 310,000 tested, 0.63% active;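 active = plate-corrected calcium response at least 3 library SD above typical, normal starting fluorescence, not activating the receptor alone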;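 note: compound read alongside a low EC10 to EC30 dose of BAM8-22 agonist; peak minus trough fluorescence over baseline measured at the second addition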
TRPC6 inh = mouse TRPC6 channel inhibition. Q61143. HEK293-TRPC6, membrane potential dye, ACh-evoked depolarization; active compounds read low. B-score at 10 µM. 310,000 tested, 1.1% active. AID 2553;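 active = B-score under library mean minus 3 SD, initial fluorescence not abnormally high, positive integrated signal ratio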;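 note: B-score derived from integrated fluorescence ratio over the kinetic read; more negative B-score means stronger inhibition of depolarization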
* marks the source's active call; other numbers are inactive results; i = inactive; · = not tested or not shown.

Compound | TRPC4 PAM | TMEM16A act | TRPC4 inh | TRPC6 activator | TMEM16A inh | MrgX1 antagonist | RGS4 inh | TRPC4 agonist | MrgX1 agonist | MrgX1 allo act | TRPC6 inh
O=[N+]([O-])c1ccc(N=Cc2c(O)ccc3ccccc23)cc1 | i | i | i | i | i | i | i | i | i | i | i
C=CCNC(=O)C1CC2Cn3c(nc4cc(C)c(C)cc43)C2N1C (stereo not given) | i | i | i | i | i | i | i | i | i | i | i
N#C/C(=C\c1c(F)cccc1Cl)C(=O)NC1CC1 | i | i | i | i | i | i | i | i | i | i | i
COc1cc(OC)cc(C(=O)N2CCN(C(=O)COc3ccc4ccccc4c3)CC2)c1 | i | i | i | i | i | i | i | i | i | i | i
COc1ccc(CN2CCN(Cc3ccco3)CC2)cc1OC | i | i | i | i | i | i | i | i | i | i | i
Cc1cc(Br)ccc1SCC(=O)OCC(=O)NCc1ccc2c(c1)OCO2 | i | i | i | i | i | i | i | i | i | i | i
O=C1CN(C(=O)Cn2ncc(Cl)c(Cl)c2=O)c2ccccc2N1 | i | i | i | i | · | · | i | i | · | · | i
COc1ccc(Oc2cc(C)c3cccc(C)c3n2)cc1 | i | i | i | i | i | i | i | i | i | i | i
Cc1ccccc1CC1(CO)CCCN(C(=O)c2ccccc2Cl)C1 (stereo not given) | i | i | i | i | i | i | i | i | i | i | i
O=C(c1ccccc1)c1coc2ccc(O)c(Cl)c12 | i | i | i | i | i | i | i | i | i | i | i
O=C(NCC1CCCO1)c1ccccc1-c1nc(-c2ccc(Cl)cc2)no1 (stereo not given) | i | i | i | i | i | i | i | i | i | i | i
COc1ccc(NC(=O)NNC(=O)C(C)Oc2ccc(C(C)C)cc2)c(OC)c1 (stereo not given) | i | i | i | i | i | i | i | i | i | i | i
COCCN1C(=O)C(=O)/C(=C(/O)c2ccc(S(=O)(=O)N3CCOCC3)cc2)C1c1cccc(O)c1 (stereo not given) | i | i | i | i | i | i | i | i | i | i | i
CC(C)c1c(C(=O)N/N=C/c2ccoc2)nnn1-c1nonc1N | i | i | i | i | i | i | i | i | i | i | i
c1ccc(-c2nc(NCCCn3ccnc3)c3oc4ccccc4c3n2)cc1 | i | i | i | i | i | i | i | i | i | i | i
CN(C)c1ccc(/C=C/C(=O)c2ccc3c(c2)OCCO3)cc1[N+](=O)[O-] | i | i | i | i | i | i | i | i | i | i | i
COc1ccc(C(=O)O)cc1S(=O)(=O)N1CCSCC1 | i | i | i | i | i | i | i | i | i | i | i
CCOc1ccc(NC(=O)N2CCN(c3nc4ccccc4s3)CC2)cc1 | i | i | i | i | i | i | i | i | i | i | i
COC(=O)c1ccc(Oc2nc(SC)nc(N(C)C)n2)cc1 | i | i | i | i | i | i | i | i | i | i | i
Cc1ccc(Cl)cc1NS(=O)(=O)c1cn(C)nc1C | i | i | i | i | i | i | i | i | i | i | i
Cc1nsc2nc3c(F)c(F)c(F)c(F)c3cc12 | i | i | i | i | i | i | i | i | i | i | i
Cc1oc2c(C)c3oc(=O)c(CCC(=O)NCCCN4CCOCC4)c(C)c3cc2c1C | i | i | i | i | i | i | i | i | i | i | i
N#C/C(=C/c1ccccc1)c1nn(CCO)c(N)c1C#N | i | i | i | i | i | i | i | i | i | i | i
COc1cccc(C2NC(=O)NC(C)=C2C(=O)Nc2cccc(C)c2C)c1 (stereo not given) | i | i | i | i | i | i | i | i | i | i | i
c1ccc(C[C@H]2CNCCN2CCC23CC4CC(CC(C4)C2)C3)cc1 | i | i | i | i | i | i | 6.2* | i | i | i | i
c1ccc(-c2nnc(OCC3CCCO3)c3ccccc23)cc1 (stereo not given) | i | i | i | i | i | i | i | i | i | i | i
CC1CCN(C(=O)CSc2nnc(Cc3cccn3C)n2CCc2ccccc2)CC1 | i | i | i | i | i | i | i | i | i | i | i
CC(C)N(C(=O)CSc1nc2ccccc2n1Cc1ccc(F)cc1)C(C)C | i | i | i | i | i | i | i | i | i | i | i
CCOc1ccc(NC(=O)Cn2c(=O)n(CCCC(=O)NC3CCN(Cc4ccccc4)CC3)c(=O)c3ccccc32)cc1 | i | i | i | i | i | i | i | i | i | i | i
C=CCn1c(SCc2ccccc2Cl)nnc1-c1sc2nc(C)cc(C)c2c1N | i | i | i | i | i | i | i | i | i | i | i
Cc1cccc(OCc2nnc(SCC(=O)NCCc3ccccc3)o2)c1 | i | i | i | i | i | i | i | i | i | i | i
Cc1cccc(C)c1NC(=O)C1CC(=O)N(C(C)C)C1 (stereo not given) | i | i | i | i | i | i | i | i | i | i | i
Cc1cc(NC(=O)CSCC(=O)N2CCN(c3cccc(C(F)(F)F)c3)CC2)no1 | i | i | i | i | i | i | i | i | i | i | i
O=C(NNC(=O)c1cc2cc3ccccc3nc2s1)c1cccc(Cl)c1 | i | i | i | i | i | i | i | i | i | i | i
Nc1nc(-c2ccccc2)cc(-c2ccccc2O)n1 | i | i | i | i | i | i | i | i | i | i | i
CCCCCc1cc(=O)oc2c(C(CCN3CCCC(C)C3)c3ccc(OC)cc3)c(OC)cc(OC)c12 (stereo not given) | i | i | i | i | i | i | i | i | i | i | i
CCN(CC)C(=O)C(C)OC(=O)c1ccc(O)cc1 (stereo not given) | i | i | i | i | i | i | i | i | i | i | i
O=C(c1cccc(F)c1)N1CCCN(C(=O)c2cccc(F)c2)CC1 | i | i | i | i | i | i | i | i | i | i | i
COC(=O)C1CCCN1C(=O)COc1ccc(Br)cc1Cl (stereo not given) | i | i | i | i | i | i | i | i | i | i | i
CC(=NCC1CCCO1)C1=C(O)CC(C)(C)CC1=O (stereo not given) | i | i | i | i | i | i | i | i | i | i | i
COc1cc(C(=O)N/N=C/c2sc(N3CCOCC3)nc2-c2ccccc2)cc(OC)c1OC | i | i | i | i | i | i | i | i | i | i | i
CN(C)S(=O)(=O)c1ccc(NC(=O)CN2CCCc3ccccc32)cc1 | i | i | i | i | i | i | i | i | i | i | i
CCOc1cc(/C=C/c2ccc3cccc([N+](=O)[O-])c3n2)ccc1OCC(=O)N(C)C | i | i | i | i | i | i | i | i | i | i | i
Cc1ccc(OCc2nnc(SCC(=O)NCc3ccco3)n2C)cc1 | i | i | i | i | i | i | i | i | i | i | i
Cc1ccc(C(=O)NNS(=O)(=O)c2ccc(F)cc2)cc1 | i | i | i | i | i | i | i | i | i | i | i
Cc1ccc(C2CC(c3ccccc3Cl)n3nc(N)nc3N2)cc1 (stereo not given) | i | i | i | i | i | i | i | i | i | i | i
C=CCNc1sc(C(=O)C(C)(C)C)c(N)c1C#N | i | i | i | i | i | i | i | i | i | i | i
CC(=O)Nc1ccc2c(COC(=O)[C@H](C)N3C(=O)C4CCCCC4C3=O)cc(=O)oc2c1 (stereo not given in full) | i | i | i | i | i | i | i | i | i | i | i
COc1cccc(NCCC(=O)c2cccc([N+](=O)[O-])c2)c1 | i | i | i | i | i | i | i | i | i | i | i
COC(=O)/C(C#N)=C/c1occc1C | i | i | i | i | i | i | i | i | i | i | i

(continued)
Compound | TRPC4 PAM | TMEM16A act | TRPC4 inh | TRPC6 activator | TMEM16A inh | MrgX1 antagonist | RGS4 inh | TRPC4 agonist | MrgX1 agonist | MrgX1 allo act | TRPC6 inh
CCOc1ccccc1-c1nnc(SCC(=O)NC2CC3CCC2C3)n1CC (stereo not given) | i | i | i | i | i | i | i | i | i | i | i
Cc1cccc(NS(=O)(=O)c2cc3c4c(c2)CCC(=O)N4CCC3)c1 | i | i | i | i | i | i | i | i | i | i | i
COc1cccc(-c2nc(CS(=O)(=O)CC(=O)NCc3ccc4c(c3)OCO4)c(C)o2)c1 | i | i | i | i | i | i | i | i | i | i | i
CCOc1ccc(NS(=O)(=O)c2ccc(C)c(C(=O)NCCCn3ccnc3)c2)cc1 | i | i | i | i | i | i | i | i | i | i | i
Cc1ccc(-c2[nH]nc3c2C(c2ccsc2)C(C#N)=C(N)O3)cc1 (stereo not given) | i | i | i | i | i | i | i | i | i | i | i
Cc1cccc(OCCSc2nnc(-c3ccoc3C)n2C)c1 | i | i | i | i | i | i | i | i | i | i | i
Cc1ccc(NC(=O)CNC(=O)c2ccc3c(c2)OCO3)nc1 | i | i | i | i | i | i | i | i | i | i | i
O=C(Nc1ccc2c(c1)OCO2)c1noc2c1CCCC2 | i | i | i | i | i | i | i | i | i | i | i
O=C(/C=C/c1ccccc1[N+](=O)[O-])NCCCn1ccnc1 | i | i | i | i | i | i | i | i | i | i | i
CC(=O)c1c(C)[nH]c(C(=O)OCC(=O)N2CC(=O)Nc3ccccc32)c1C | i | i | i | i | i | i | i | i | i | i | i
S=c1[nH]nc(-c2ccco2)n1/N=C/C=C/c1ccco1 | i | i | i | i | i | i | i | i | i | i | i
NC1=NC2(CCCC2)n2c(nc3ccccc32)N1 | i | i | i | i | i | i | i | i | i | i | i
Cc1nn(C)c(C)c1Sc1ccc(Br)cc1 | i | i | -6* | i | 25* | i | i | i | i | i | i
NC(=O)c1cccc2cc3ccccc3cc12 | i | i | i | i | i | i | i | i | i | i | i
Cc1ccc(S(=O)(=O)Nc2ccc(O)c3ncccc23)cc1 | i | i | i | i | i | i | i | i | i | i | i
O=C(CSCc1cnn(-c2ccccc2)c1-n1cccc1)NCc1ccccn1 | i | i | i | i | i | i | i | i | i | i | -6.3*
C=CCC1NS(=O)(=O)OC2CCCCC12 (stereo not given) | i | i | i | i | i | i | i | i | i | i | i
O=C(Nc1ccc(S(=O)(=O)Nc2nccs2)cc1)c1cc(=O)[nH]c2ccccc12 | i | i | i | i | i | i | i | i | i | i | i
COc1ccc(-c2n[nH]c(=S)n2-c2ccc(C)cc2C)cc1 | i | i | i | i | i | i | i | i | i | i | i
